# High-throughput results deposited in PubChem by National Center for Advancing Translational Sciences (NCATS).
# Pf Dd2 growth: blocks in vitro growth of P. falciparum Dd2; Potency, µM (highest dose often 28.9 µM), inactives show at the top dose activity, negative = inhibition, usual class: inhibitors; actives 4.3% (n = 120,000); P. falciparum Dd2 growth, SYBR Green, 72 h; AID 1347417; active = well fitted inhibition curve with a large enough effect; inconclusive = small, poorly fitted or top-dose-only effect; inactive = no such curve, though single readings can be large or run the other way;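 also: plate controls were DMSO vehicle for no effect and reference drug for full effect; nearly all actives have a fitted effect of over 65% in size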
#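 Readout: SYBR Green fluorescence, 485 nm excitation, 535 nm emission, after ~16 h lysis at 37C. Before that, Dd2-infected red cells (2.5% hematocrit) grew 72 h with compound, 29 uM top final concentration.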
# * hit, by the source's call; i = inactive; ? = inconclusive; [ ] = dose if it differs, or a comment. Potency is read from the fitted curve at half-maximal effect.
SMILES,Pf Dd2 growth
N#CCn1nc2n(c1=O)CCN(C(=O)COc1ccc(Cl)cc1)CC2,36%[activator]
O=C(c1ccn[nH]1)N1CCC(N2C(=O)C3(CCCC3)C2c2ccccc2)CC1 (stereo unspecified),?
NCCc1nc2cccnc2n1-c1ccccc1,?
Cc1cc(=O)n(CC(=O)Nc2ccc3c(c2)OCO3)c(-c2ccc(F)cc2)n1,-26%
Cc1ccc2c(c1)c1c(c(=O)n(-c3cccc(Cl)c3)c(=O)n1CC(=O)NCC1CCCO1)n2C (stereo unspecified),35%[activator]
Cc1ccc2c(c1)-c1c(cnn1CC(=O)N1CCN(c3cccc(C(F)(F)F)c3)CC1)CO2,i
COc1ccc(OCC(=O)Nc2ccc(-c3nc4cc(Cl)ccc4o3)cc2)cc1,5%
CC1(CNc2ccccc2)COc2ccc(C(=O)N3CC[S+](=O)([O-])CC3)cc2N1 (stereo unspecified),?
COc1cc(F)c(CN2CCC3(CC2)C(C(=O)O)CC(=O)N3C)cc1OC (stereo unspecified),-1%
O=S1(=O)N(Cc2ccccc2Cl)CCCN1Cc1ccccc1Cl,-7%
Cc1ccc([S+](=O)([O-])c2nnn3c2nc(NCc2ccncc2)c2ccccc23)cc1,7%
O=C(NCc1cccc(C(F)(F)F)c1)c1cnc(-c2ccccc2)nc1-c1ccncc1,1%
COc1ccc(C(=O)NCc2cn3ccc(C)cc3n2)cc1,41%[activator]
COc1cccc([C@H]2CN(C(=O)c3c(-c4ccccc4)noc3C)C[C@@H]2N)c1,-20%
CC(=O)c1ccc(NC(=O)Cn2nc(C(F)(F)F)c3c2CCC3)cc1,8%
COc1cccc(C(=O)N2CC(c3nnc(-c4ccncc4)o3)C3(CCOCC3)C2)c1 (stereo unspecified),-13%
CCCNS(=O)(=O)c1ccc(NC(=O)NCCc2nccs2)cc1,-17%
Cc1nc(-c2ccc(C(F)(F)F)cc2)cc([C@H]2CN3CC[C@H]2C[C@@H]3CNC(=O)C2CC2)n1,i
O=C(c1ccncc1)N1CCN(C(=O)N2CC3CC(C2)[C@H]2CCCC(=O)N2C3)CC1 (stereo partly specified),-16%
COc1ccc(F)c(CN2CCCC3(CCN(c4cc(C)nc(N)n4)C3)C2)c1 (stereo unspecified),4µM*
CC(=O)Nc1ccc(Nc2c(CCC(C)C)c(C)c(C#N)c3nc4ccccc4n23)cc1,0%
Cc1ccc(CNC(=O)c2ccc(CS(=O)(=O)Cc3ccc(F)cc3)o2)cc1,26%
CSCCCN1C(=O)CC[C@H]2CN(C(=O)C3(C#N)CC3)CC[C@H]21,-3%
Cc1ccc(C(=O)NC(C(=O)N2CCCCC2)C2CCN(S(=O)(=O)C(C)C)CC2)cc1 (stereo unspecified),?
COc1ccc(S(=O)(=O)NCCc2sc(-c3cccnc3)nc2C)cc1OC,7%
OCC1CN(Cc2ccc(Cl)o2)CCC12CCN(C1CCOCC1)CC2 (stereo unspecified),-8%
Cc1ccc(CNC(=O)Cn2c3ncccc3c(=O)n2-c2ccc(C)cc2)cc1,?
COc1ccc(-c2noc(CSc3nnc(-c4ccncc4)n3-c3ccccc3)n2)cc1,-7%
CC(=O)N1CCN(C2CCNCC2)C(=O)C1,i
CN1C(=O)c2ccccc2Sc2ccc(NC(=O)N3CCN(c4ccccc4)CC3)cc21,?
CCOC(=O)c1cccc(NC(=O)c2c(OCC)cc(=O)n3c2CCCC3)c1,29%
CC(C)(C)C1CCc2oc3ccc(NS(=O)(=O)c4cc(Cl)ccc4Cl)cc3c2C1 (stereo unspecified),?
CCN(C1CCOCC1)C1CN(C(=O)c2ccoc2)C1,-21%
O=C(c1ccoc1)N1CCC(Oc2ccccc2-c2nc(C3CCOCC3)no2)C1 (stereo unspecified),i
Cc1cn2nc(-c3nc(C4CCCN(C(=O)c5ccccc5)C4)no3)cc2c(=O)[nH]1 (stereo unspecified),?
CCC1CCCCN1S(=O)(=O)c1ccc(NC(=O)c2nc(SC)ncc2Cl)cc1 (stereo unspecified),?
CCCS(=O)(=O)N1CCC2(CC1)CN(c1ccccc1)C2=O,-10%
CCOc1ccc2oc(=O)cc(CN3CCN(c4ccccc4OC)CC3)c2c1,?
COC(=O)N1CCn2ncc(C(=O)N3CCOCC3)c2C1,2%
c1ccc(-n2cc(CN3CCC(Oc4ccncc4)CC3)nn2)cc1,-22%
Oc1ccccc1CN1CCC(O)(c2csc(CN3CC[C@@H](O)C3)n2)CC1,?
Cc1ccc(-c2nc3scc(CCNS(=O)(=O)c4ccc(C)c(C)c4)n3n2)cc1,-5%
CCC(=O)N1CCc2c(C(=O)NCc3ccc(OC(C)C)cc3)cccc21,?
Cc1ccc(NC(=O)N2C[C@H](c3nc(-c4cccnc4)no3)[C@@H](C)C2)cc1,?
CC(=O)N1CCC2(CC1)CN(C(=O)Cc1cccc(O)c1)Cc1ccccc1O2,?
O=C(Nc1ccc(F)cc1)c1oc2ccccc2c1NC(=O)C12CC3CC(CC(C3)C1)C2,2%
CC(C)NC(=O)N(C1CC1)C1CCOC2(CCN(C(=O)CCCc3ccccc3)CC2)C1 (stereo unspecified),i
COc1ccc2c(c1)c(N1CCCC1=O)c(C(=O)Nc1ccc(OC)c(Cl)c1)n2C,i
CNCC(=O)N1CCC(Cc2cccc(C(N)=O)c2)C1 (stereo unspecified),15%
Cc1nn2c(c1-c1ccccc1C(C)C)N(C(=O)Cc1ccc3c(c1)OCO3)CCC2,i
COc1cccc(NC(=O)N2[C@@H]3CC[C@H]2CC(NC(=O)c2cnc(C)cn2)C3)c1 (stereo partly specified),?
O=C(COCc1cc(-c2cccs2)on1)Nc1cc(Cl)ccc1O,i
O=C(Cc1cccc(F)c1)NC1CCN(c2cc(-c3cccs3)[nH]n2)C1 (stereo unspecified),i
CC(C)[C@@H](N)C(=O)N1CCC2(CC1)Nc1ccccc1NC2=O,-10%
O=C(Nc1ccc(F)cc1)N1CC[C@H]2COC(=O)N2c2cc(F)ccc2C1,-16%[44.1 µM]
O=C(Nc1ccccc1CCc1ccccn1)C1CCN(c2cnn(Cc3ccccc3)c(=O)c2)C1 (stereo unspecified),4.5µM*
NC(=O)c1cc(S(=O)(=O)NCC2CCC(C(=O)Nc3cccc(Cl)c3)CC2)cs1 (stereo unspecified),-1%
O=C(c1ccccc1F)N1CCCC(c2nn(-c3ccccc3)c(=O)[nH]2)C1 (stereo unspecified),i
CSc1cccc(NC(=O)C2CCN(c3cnc4nccnc4c3)CC2)c1,i
C#CCN(C)C[C@H]1CN2CC[C@H]1C[C@@H]2CNS(=O)(=O)c1cccs1,i

# No new results follow: an excerpt of the list.
SMILES,Pf Dd2 growth
COc1cccc([C@H]2CN(C(=O)c3c(-c4ccccc4)noc3C)C[C@@H]2N)c1,-20%
CC(=O)c1ccc(NC(=O)Cn2nc(C(F)(F)F)c3c2CCC3)cc1,8%
COc1cccc(C(=O)N2CC(c3nnc(-c4ccncc4)o3)C3(CCOCC3)C2)c1 (stereo unspecified),-13%
CCCNS(=O)(=O)c1ccc(NC(=O)NCCc2nccs2)cc1,-17%
Cc1nc(-c2ccc(C(F)(F)F)cc2)cc([C@H]2CN3CC[C@H]2C[C@@H]3CNC(=O)C2CC2)n1,i
O=C(c1ccncc1)N1CCN(C(=O)N2CC3CC(C2)[C@H]2CCCC(=O)N2C3)CC1 (stereo partly specified),-16%
COc1ccc(F)c(CN2CCCC3(CCN(c4cc(C)nc(N)n4)C3)C2)c1 (stereo unspecified),4µM*
CC(=O)Nc1ccc(Nc2c(CCC(C)C)c(C)c(C#N)c3nc4ccccc4n23)cc1,0%
Cc1ccc(CNC(=O)c2ccc(CS(=O)(=O)Cc3ccc(F)cc3)o2)cc1,26%
CSCCCN1C(=O)CC[C@H]2CN(C(=O)C3(C#N)CC3)CC[C@H]21,-3%
Cc1ccc(C(=O)NC(C(=O)N2CCCCC2)C2CCN(S(=O)(=O)C(C)C)CC2)cc1 (stereo unspecified),?
COc1ccc(S(=O)(=O)NCCc2sc(-c3cccnc3)nc2C)cc1OC,7%
OCC1CN(Cc2ccc(Cl)o2)CCC12CCN(C1CCOCC1)CC2 (stereo unspecified),-8%
Cc1ccc(CNC(=O)Cn2c3ncccc3c(=O)n2-c2ccc(C)cc2)cc1,?
COc1ccc(-c2noc(CSc3nnc(-c4ccncc4)n3-c3ccccc3)n2)cc1,-7%

# Next section:
SMILES,Pf Dd2 growth
O=C(O)C1(CC2CC2)CCCN(Cc2ncccn2)C1 (stereo unspecified),-3%
COc1ccc(CN[C@H]2C[C@@H](Cc3cc(CN(C)c4ccccc4)on3)C2(C)C)cc1,?
Cc1ccc(-n2ncc3c(Nc4cccc(Cl)c4)ncnc32)c(C)c1,-24%
COc1cccc(CCC(=O)N2CCCC(CN3CCCC3)CC2)c1 (stereo unspecified),?
Cc1ccc(CN2C(=O)c3ccccc3C2C(=O)NC2CCCCCC2)cc1 (stereo unspecified),41%[activator]
CN(C)c1ccc(C(=O)NCC2CCN(c3cc(-c4ccc(Cl)cc4)[nH]n3)CC2)cc1,?
COC(=O)c1ccc(NC(=O)CCc2c(C)nc3c(c(C)nn3-c3ccc(C)cc3)c2C)cc1,6.3µM*
Cc1[nH]ncc1CNC(=O)CCC[C@@H]1[C@H]2CCCN3CCC[C@@H](CN1Cc1cccnc1)[C@@H]23,i
COc1ccc(CN2C[C@H]3CN(Cc4cccc(OC)n4)CCN3C2=O)cc1,3%[44.1 µM]
Cn1c(=O)[nH]c2cc(-c3noc(-c4ccc(F)cc4)n3)ccc21,55%[activator]
FC(F)(F)c1ccc(O[C@H]2COCCN(Cc3cccnc3)C2)nc1,-5%[44.1 µM]
O=C(NCc1cccc(Cl)c1)c1ccc(CS(=O)Cc2ccccc2Cl)o1 (stereo unspecified),-19%
O=C(NCc1ccccc1)C1COC2(CCN(C(=O)c3cccs3)CC2)N1C(=O)c1ccccc1 (stereo unspecified),?
CC(=O)N1CCC(N2CCC(N3C(=O)C4(CCCCC4)C3c3ccncc3)CC2)CC1 (stereo unspecified),?
CCOc1ccc(NC(=O)Cn2c(=O)cc(C)c3c(C)nn(C)c32)cc1,48%[activator]
COc1cccc(/C=C/c2onc(C)c2S(=O)(=O)N2CCC(C(=O)N3CCCCC3)CC2)c1,-10%
COc1ccccc1CCNC(=O)Cn1ccc2cc(S(=O)(=O)N3CCCCCC3)ccc21,-27%
O=C1CCN(C(=O)[C@@H]2CCCN2Cc2ccc(C(F)(F)F)cc2)CCCCCCN1,-30%
COc1ccccc1C(=O)N1CCCCC1c1noc(COc2ccc(C)cc2)n1 (stereo unspecified),?
O=C1NCc2ccccc2CC12CCCN2Cc1cnc2ccccc2c1 (stereo unspecified),8.9µM*
COc1cccc(C(=O)N2CCC(c3nn(-c4ccc(Cl)cc4)c(=O)[nH]3)CC2)c1,i
CCn1c(C2CCCN(Cc3c(C(=O)O)[nH]c4ccc(C)cc34)C2)n[nH]c1=O (stereo unspecified),-16%
CN1Cc2ncnc(N3CCN(Cc4ccccc4)CC3)c2CN(c2ccc(Cl)cc2)C1=O,?
COCCNC(=O)C1COC2(CCN(C(=O)C3CC3)CC2)N1C(=O)c1cccc(OC)c1 (stereo unspecified),15%
CC(C)(C)NC(=O)N1CCCC1c1nc(CCOCC2CCCC2)no1 (stereo unspecified),?
Cc1n[nH]c(C)c1CNC(=O)C1CCCCC(=O)N1 (stereo unspecified),13%
CN1C(=O)COC[C@@H]1[C@H](O)c1ccc(NC(=O)C2CCC2)cc1,i
COc1ccccc1N1CCN(C(=O)c2cc3c(s2)-c2ccccc2OC3)CC1,28%
Cc1noc(C)c1C(=O)N1Cc2ccccc2OC2(CCN(C(=O)NC(C)C)CC2)C1,7%
CN(C)c1ccc(CN2CCn3c(nn(-c4ccc(Cl)cc4)c3=O)C2)cc1,0%
Cc1onc(C(=O)NCc2ccc3[nH]c(-c4ccc(F)cc4)c(C)c3c2)c1CO,-19%
CCc1ccccc1NC(=O)CCn1cccn1,-10%
COc1ccc(CCNC(=O)CSc2cn(CCNC(=O)c3cccc(C(F)(F)F)c3)c3ccccc23)cc1OC,?
CCOC(=O)N1CCc2c(sc(NCc3sccc3C)c2C(=O)Nc2ccccc2OCC)C1,?
O=C(CCc1cc2n(n1)CCNC2)NCc1nc2ccc(Cl)cc2[nH]1,-1%
Cc1ccc(-c2nc(S(=O)(=O)c3ccc(C)cc3)c(N3CCCCCC3)o2)cc1,-9%
COc1ccc(CCNC(=O)c2nnn3cc(C)[nH]c(=O)c23)cc1OC,-1%
CC(=O)Nc1cccc(-c2n[nH]c3c2CC(=O)N(Cc2ccccc2F)C3)c1,-20%[44.1 µM]
CC(C)(C)OC(=O)N1CCC(c2c(C(=O)NCCN3CCOCC3)cnn2-c2ccccc2)CC1,?
O=C(NCc1nnc2ccc(-c3ccc(Cl)cc3)nn12)c1ccc(Cl)s1,13%
CCCCNC(=O)C(CC)Sc1nc2ccccc2c(=O)n1Cc1ccco1 (stereo unspecified),3%
CN(CC(=O)NCc1ccccc1Cl)S(=O)(=O)c1ccc2c(c1)c(=O)n(C)c(=O)n2C,24%
Cc1ccc2c(c1)C(=O)OC(C(=O)Nc1ncc(Cc3ccccc3)s1)C2 (stereo unspecified),21%
Cc1ccc(-c2nnc(C3CN(C(=O)Cc4ccccc4)CC34CCOCC4)o2)cc1 (stereo unspecified),-25%
CC[C@H]1CN(C(=O)c2ccc(F)cc2)CC[C@H]1CC(=O)NCc1cccs1,-21%[44.1 µM]
CNC(=O)c1cccc2c1CCN2C(=O)Nc1ccc(C)cc1,i
O=C(N[C@H](c1ccccn1)C1CC(O)C1)C1(c2ccc(Cl)cc2)CCC1 (stereo partly specified),-25%
O=C(Cc1ccccc1)Nc1c(C(=O)Nc2ccccc2F)oc2ccccc12,10%
C=CCN(C)C(=O)[C@@H](C)C1CC[C@@]2(C)Cc3sc(NC(=O)CC(C)(C)C)nc3[C@@H](C)[C@@H]2[C@H]1O (stereo partly specified),-20%
N#Cc1ccccc1Cn1c(=O)n(CCCCC(=O)NCc2ccc3c(c2)OCO3)c(=O)c2ccccc21,i

# A portion of the library; count on the stated rates, not on these rows.
